A3A deaminase – blocks human APOBEC3A ssDNA deamination. 0.41% of 330,000 active. recombinant A3A, FAM/TAMRA ssDNA deamination fluorescence. P31941. inhibition, % at 20 µM;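 active = at least 40% inhibition at 20 µM here, with at most 30% in a related deaminase screen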;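 also: plate controls were A3A with DMSO for no effect and wells lacking A3A enzyme for full effect; some results filed as inactive read as strong as hits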
Target sequence (P31941 whole entry, looked up): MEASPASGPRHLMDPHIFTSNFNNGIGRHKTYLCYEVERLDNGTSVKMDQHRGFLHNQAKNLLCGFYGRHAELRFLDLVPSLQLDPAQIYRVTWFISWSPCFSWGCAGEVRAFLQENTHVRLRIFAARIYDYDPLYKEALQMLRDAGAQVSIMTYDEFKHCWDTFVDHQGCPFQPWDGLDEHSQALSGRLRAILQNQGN
hIAP act – increases human intestinal alkaline phosphatase activity; P09923; purified human IAP, CDP-Star luminescence, 30 min; stronger effect = higher value; 1 = vehicle-only enzyme, 0 = enzyme-free background; activation factor at 10 µM; 0.16% of 330,000 active;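 active = activation factor of the enzyme at least 2-fold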; also: the source names both 10 and 20 µM as test concentration; values of inactives mirror those of a sister screen read the other way
MPTP block – permeability transition pore inhibition | isolated mouse mitochondria, Ca2+ swelling absorbance, 30 min | inhibition, % at 10 µM | 1.4% of 360,000 active | AID 602449;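 active = inhibition of 50% or more, scaled per plate between neutral and stimulator controls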;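 also: 0% = DMSO wells given calcium and 100% = 1 mM EGTA wells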
mIAP inh – blocks mouse intestinal alkaline phosphatase; purified mouse IAP, CDP-Star luminescence, 30 min; inhibition, % at 10 µM; 0.2% of 330,000 active; AID 2806;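 active = inhibition of at least 40% at 10 µM in the primary screen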;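 also: plate controls were DMSO with enzyme for no effect and no enzyme wells for full effect; values of inactives mirror those of a sister screen read the other way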
hIAP block – blocks human intestinal alkaline phosphatase. P09923. purified IAP, CDP-Star luminescence, 30 min. inhibition, % at 10 µM. 0.12% of 330,000 active. AID 2544;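 active = inhibition reaching a set limit with compound at 10 µM in the primary screen, cut at about 35% in these data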;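 also: plate controls were DMSO wells with enzyme for no effect and no-enzyme buffer wells for full effect; values of inactives mirror those of a sister screen read the other way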
mIAP act – increases mouse intestinal alkaline phosphatase activity. activation factor at 10 µM. 0.24% of 330,000 active. muIAP, CDP-Star luminescence, 30 min; stronger effect = higher value; 1 = vehicle-only enzyme signal, 0 = enzyme-free wells. AID 2805;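 active = activation factor of at least 2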; also: the source names both 10 and 20 µM as test concentration; values of inactives mirror those of a sister screen read the other way
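also added = chemiluminescent substrate CDP-Star | test system = mouse IAP enzyme | signal = chemiluminescence readout | compound = DMSO-dissolved test compounds | incubation = 30 min at room temperature | benchmarks = DMSO wells, no-enzyme wells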
MIN6 prolif – inducers of beta-cell replication in MIN6 cells; 0.29% of 330,000 active; MIN6 cells proliferation, ATPlite luminescence, 48 h; cells starved in 0.2% serum; 100% = growth in 10% serum; proliferation, % at 10 µM;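 active = compounds whose signal lies at least 3.5 SD above the mean of all wells on their plate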;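 also: 0% = DMSO-treated cells in low-serum medium and 100% = 10% serum control; some compounds called inactive have numbers as strong as hits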
APOBEC3G inh – inhibitors of human APOBEC3G DNA deaminase | 0.28% of 330,000 active | inhibition, % at 20 µM | recombinant A3G, ssDNA deamination FAM/TAMRA fluorescence;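 active = inhibition of at least 40% at 20 µM, with no more than 30% in the related APOBEC3A deaminase screen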;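 also: plate controls were DMSO wells with A3G for no effect and wells lacking A3G enzyme for full effect; some compounds called inactive have numbers as strong as hits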
Target sequence (Q9HC16 whole entry, looked up): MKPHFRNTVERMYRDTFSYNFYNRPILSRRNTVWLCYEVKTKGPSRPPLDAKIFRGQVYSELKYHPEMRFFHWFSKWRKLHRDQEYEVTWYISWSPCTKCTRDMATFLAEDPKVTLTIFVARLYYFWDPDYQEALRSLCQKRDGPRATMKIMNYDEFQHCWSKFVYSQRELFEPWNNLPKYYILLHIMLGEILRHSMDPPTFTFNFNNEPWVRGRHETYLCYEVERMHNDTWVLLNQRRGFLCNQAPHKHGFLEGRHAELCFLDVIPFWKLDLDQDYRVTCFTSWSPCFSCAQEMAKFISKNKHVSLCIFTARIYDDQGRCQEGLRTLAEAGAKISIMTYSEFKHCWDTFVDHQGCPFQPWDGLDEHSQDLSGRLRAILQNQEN
GRIN3A LBD mod – modulates the human NR3A ligand-binding domain; NR3A LBD differential scanning fluorimetry, Tm shift; 0% = protein alone, 100% = glycine-bound protein; Tm shift relative to glycine control, % at 25 µM; 2.5% of 340,000 active; AID 1259313;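 active = melting temperature shift of at least 10% of the positive control shift, at one fixed dose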
Starred values were filed as active, the others as inactive; nt = no result given. Hits appear at their usual frequency (roughly 5% active in at least one column).

structure,A3A deaminase,hIAP act,MPTP block,mIAP inh,hIAP block,mIAP act,MIN6 prolif,APOBEC3G inh,GRIN3A LBD mod
CCOc1ccc(NC(=O)CN2C(=O)c3ccccc3C2=O)cc1,0,1.1,-0.4,4,-12,0.96,3,-7,0
CCN(CC)S(=O)(=O)c1ccc(N=Nc2cc(C)cc(Br)c2O)cc1,2,1.1,6.7,16,-8,0.84,-2,5,-2
O=C(Nc1ccc2c(c1)OCO2)C1CCN(C(=O)c2ccc(Cl)cc2)CC1,0,1.1,0.0,-8,-14,1.1,2,-5,-1
CCOC(=O)c1cc(CC)sc1NC(=O)COc1ccc2c(C)cc(=O)oc2c1,-2,1.1,1.4,-1,-7,1,-4,-9,2
Cc1ccc(S(=O)(=O)N(C)C)cc1-n1c(SCC(=O)N(C)C)nc2ccccc2c1=O,-4,1.3,0.9,-10,-34,1.1,-1,-6,-1
CCSc1nnc(NC(=O)C2CCN(S(=O)(=O)c3c(C)c(C)cc(C)c3C)CC2)s1,-7,0.92,nt,6,8,0.94,2,-10,nt
Cc1c(C(=O)NCC2CCCO2)oc2ccc(S(=O)(=O)N3CC(C)CC(C)C3)cc12 (stereo unspecified),-3,1,-0.9,1,0,0.99,-4,-12,3
Cc1cc(C)n2nc(C(=O)OCC(=O)Nc3ccc(C)c(S(=O)(=O)N4CCOCC4)c3)nc2n1,-2,1.1,0.7,1,-10,0.99,-3,-4,-2
O=c1[nH]c(-c2ccccc2)cnc1-c1ccccc1,6,1.1,0.8,-1,-11,1,-3,-3,3
COc1ccc(CNC(=O)C[C@H]2C(=O)N(CCc3ccccc3)C[C@@H]2Cc2ccccc2)cc1,3,1,0.2,-23,-3,1.2,-6,-12,-3
CCOC(=O)C1=C(O)C(=O)N(C2CCCCC2)C1,-5,0.91,1.7,4,9,0.96,1,-10,2
CC(Sc1nc(-c2ccccc2)cc(C(F)(F)F)n1)C(=O)N1CCC(C(N)=O)CC1 (stereo unspecified),1,1,-1.5,8,0,0.92,-1,-5,2
O=C(CNC(=O)c1cccc(Br)c1)N/N=C/c1cccs1,1,0.82,0.7,-10,18,1.1,1,-3,-1
Cc1nn(CC(=O)NC2CCC(C)CC2)c(C)c1[N+](=O)[O-] (stereo unspecified),3,1,-1.0,3,-5,0.97,-1,0,4
N#CCCn1nnc(-c2ccccc2F)n1,5,1,-2.9,3,-3,0.97,2,-1,1

structure,A3A deaminase,hIAP act,MPTP block,mIAP inh,hIAP block,mIAP act,MIN6 prolif,APOBEC3G inh,GRIN3A LBD mod
C=CCOc1ccc(/C(O)=C2\C(=O)C(=O)N(CCCOC)C2c2ccc(O)c(OC)c2)cc1 (stereo unspecified),-1,1,-2.1,2,-1,0.98,-2,-4,2
O=C(Nc1ccc(Cl)c([N+](=O)[O-])c1)C(NCCCO)c1ccccc1 (stereo unspecified),0,1.1,-1.8,3,-12,0.97,-2,-5,-4
CCOC(=O)c1c(C)[nH]c(NC(=O)Nc2ccc(NC(C)=O)cc2)c1C,0,1.1,0.5,-2,-10,1,-2,-7,2
CC(=O)Nc1ccc(S(=O)(=O)Nc2nc3ccccc3nc2N2CCc3ccccc3C2)cc1,-2,0.98,1.3,6,2,0.94,-1,-4,16*
CCN(CC)S(=O)(=O)c1ccc2c(c1)c(C(=O)O)cn2C,0,1.3,0.9,6,-29,0.94,-2,-6,0
O=C(CCl)c1ccc2c(c1)CCN2C(=O)C1CCCCC1,-12,0.94,-3.6,-1,6,1,-7,-15,0
Cc1onc(-c2ccccc2)c1C(=O)N1CCN(Cc2ccccc2)CC1,-4,1,2.4,6,-4,0.94,-3,-9,-5
Cc1ccc(S(=O)(=O)N/N=C/c2cccs2)cc1,-3,1.6,2.0,0,-57,1,1,-6,8
CCCCC(=O)NNC(=O)CC(=O)Nc1ccccc1C(=O)O,-2,1.1,0.7,11,-8,0.89,-3,-9,0
Cc1ccc(OCC(=O)OC2CCS(=O)(=O)C2)cc1 (stereo unspecified),2,0.99,-0.2,1,1,0.99,5,-6,2
Cc1ccc(C(=O)C(C)OC(=O)CNC(=O)c2ccc(Br)o2)cc1 (stereo unspecified),-1,1,-0.3,-2,-2,1,0,-7,-2
S=c1[nH]nc(-c2cc(-c3ccccc3)n[nH]2)n1/N=C/C(Br)=C/c1ccccc1,-5,1.9,5.7,5,-90,0.95,-4,4,17*
COc1ccc(NC(=O)CSc2nc(N)cc(=O)[nH]2)cc1S(=O)(=O)N1CCCCC1,-6,1.1,0.8,-2,-14,1,0,-11,2
CC(=O)Nc1c(-c2ccccc2Cl)c(=O)c2ccccc2n1C,-3,0.94,-1.0,6,6,0.94,-3,-6,4
CCOc1ccc(N2C(=O)CC(NCCc3c[nH]c4ccccc34)C2=O)cc1 (stereo unspecified),1,0.98,-0.1,-2,2,1,0,5,3

structure,A3A deaminase,hIAP act,MPTP block,mIAP inh,hIAP block,mIAP act,MIN6 prolif,APOBEC3G inh,GRIN3A LBD mod
CCCCNC(=O)c1cc2c(-c3ccc(Cl)cc3)nn(C)c2s1,3,0.85,1.4,-83,15,1.8,-4,-1,-4
NC(=O)c1ccsc1NC(=O)COC(=O)Cc1ccccc1Cl,-5,1.1,0.8,3,-12,0.97,-3,-9,-5
Cc1ccc(NC(=O)c2ccc(-n3cncn3)c([N+](=O)[O-])c2)cc1,-1,1.1,1.6,-5,-14,1.1,-2,-3,1
Cc1ccc(CNC(=O)N2CCN(C)CC2)cc1,5,1.1,5.7,-5,-11,1,0,-3,-9
Cc1ccc2occ(/C=N/NC(=O)c3ccncc3)c(=O)c2c1,-3,2.3*,-0.5,10,-131,0.9,3,-8,2
COc1cc(OC)c(C2N(c3cc(C)on3)C(=O)C3CCCN32)cc1OC (stereo unspecified),0,1.2,-1.7,-1,-17,1,4,1,0
O=C(NO)c1ccc(OC(F)F)cc1,2,1.1,0.2,6,-14,0.94,0,1,-6
CCCc1ccc(C(=O)CN2C(=O)C(=O)N(C3CCCC3)C2=O)cc1,-3,0.84,-1.5,2,16,0.98,3,-7,2
C=CC[C@@H](CC(=O)N[C@H](CO)Cc1ccccc1)C(=O)NC[C@H](OC(=O)[C@@H](CC=C)Cc1ccc(F)cc1)c1ccccc1,2,0.96,-2.0,-10,4,1.1,-5,-7,-6
CC(=O)NCC1CCCN(Cc2cn(-c3ccccc3)nc2-c2ccc3c(c2)OCO3)C1 (stereo unspecified),4,0.92,0.3,9,8,0.91,-2,4,0
Cc1c(-c2csc(N)n2)cnn1C,0,1.1,0.6,20,-8,0.81,-1,-4,-1
O=C(CSc1nnc(COc2ccc(Cl)cc2)o1)N1CCOCC1,1,1.1,1.7,4,-7,0.96,1,-6,-3
O=C1CCCc2[nH]c3cccc(/C(=C/c4ccccc4)c4ccccc4)c3c21,-4,0.96,-1.5,-22,4,1.2,-7,-9,-8
O=C(CN1CCCC1)Nc1ccc([N+](=O)[O-])cc1,3,1.1,-4.5,1,-9,0.99,-3,-1,0
CC(C)Oc1ccc(C(=O)NCc2cccnc2)cc1,-2,1,0.8,-13,-4,1.1,1,-3,0

structure,A3A deaminase,hIAP act,MPTP block,mIAP inh,hIAP block,mIAP act,MIN6 prolif,APOBEC3G inh,GRIN3A LBD mod
CCN(C(=O)COC(=O)c1cccnc1Nc1cccc(C(F)(F)F)c1)C1CCS(=O)(=O)C1 (stereo unspecified),2,0.98,1.3,6,2,0.94,-2,1,1
Fc1cccc(Nc2c3c(nc4ccccc24)CCC3)c1,-1,0.94,5.6,5,6,0.95,-5,-2,-2
O=C(NC(=S)N1CCCCC1)C12CC3CC(CC(C3)C1)C2,-2,1.1,-1.1,2,-14,0.98,0,-5,0
CCOc1ncccc1C(=O)OCC(=O)Nc1ccc(C)c(S(=O)(=O)N(C)C)c1,-3,1.1,-0.7,-9,-8,1.1,-2,-7,-1
FC(F)(F)c1cnc(Oc2cccc3ccccc23)c(Cl)c1,4,0.9,0.0,12,10,0.88,-2,-1,-8
CCOC(=O)c1sc(NC(=O)c2cc(-c3ccccc3)nc3ccccc23)c(C#N)c1C,1,0.99,107*,13,1,0.87,-4,12,24*
COC(=O)c1c(C)oc2ccc(N(C(=O)c3ccncc3)S(=O)(=O)c3ccc(C)cc3)cc12,2,0.89,18,-9,11,1.1,-6,-1,0

Entries shown so far containing fluorine (seven):
structure,A3A deaminase,hIAP act,MPTP block,mIAP inh,hIAP block,mIAP act,MIN6 prolif,APOBEC3G inh,GRIN3A LBD mod
CC(Sc1nc(-c2ccccc2)cc(C(F)(F)F)n1)C(=O)N1CCC(C(N)=O)CC1 (stereo unspecified),1,1,-1.5,8,0,0.92,-1,-5,2
N#CCCn1nnc(-c2ccccc2F)n1,5,1,-2.9,3,-3,0.97,2,-1,1
O=C(NO)c1ccc(OC(F)F)cc1,2,1.1,0.2,6,-14,0.94,0,1,-6
C=CC[C@@H](CC(=O)N[C@H](CO)Cc1ccccc1)C(=O)NC[C@H](OC(=O)[C@@H](CC=C)Cc1ccc(F)cc1)c1ccccc1,2,0.96,-2.0,-10,4,1.1,-5,-7,-6
CCN(C(=O)COC(=O)c1cccnc1Nc1cccc(C(F)(F)F)c1)C1CCS(=O)(=O)C1 (stereo unspecified),2,0.98,1.3,6,2,0.94,-2,1,1
Fc1cccc(Nc2c3c(nc4ccccc24)CCC3)c1,-1,0.94,5.6,5,6,0.95,-5,-2,-2
FC(F)(F)c1cnc(Oc2cccc3ccccc23)c(Cl)c1,4,0.9,0.0,12,10,0.88,-2,-1,-8

Screening results deposited in PubChem by Sanford-Burnham Center for Chemical Genomics.
